Compound activity deposited in PubChem by several laboratories.
DAX1 inh-1 = DAX1 (NR0B1) inhibition, primary screen; HEK293T StAR-luciferase reporter, SF-1/DAX-1 repression relief; inhibition, % at 6.8 µM; actives 1.1% (n = 370,000); AID 652010;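 active = inhibition above the mean over all tested compounds plus 3 SD, cut at about 3.6% in these data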;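 note: 0% = DAX-1 cells with DMSO and 100% = cells lacking DAX-1 with DMSO; higher inhibition means more luminescence from relief of DAX-1 repression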
ADAM10 inh = inhibits human ADAM10 | O14672 | inhibition, % at 7 µM | actives 0.62% (n = 370,000) | recombinant ADAM10, EDANS/DABCYL FRET peptide cleavage, 3 h;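 active = inhibition above a per-campaign cutoff equal to the mean of compounds falling between control-based bounds plus 3 SD, cut at about 20% in these data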;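 note: 0% = DMSO wells while the 100% control is not disclosed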
Target sequence (O14672 214-748 limits assumed): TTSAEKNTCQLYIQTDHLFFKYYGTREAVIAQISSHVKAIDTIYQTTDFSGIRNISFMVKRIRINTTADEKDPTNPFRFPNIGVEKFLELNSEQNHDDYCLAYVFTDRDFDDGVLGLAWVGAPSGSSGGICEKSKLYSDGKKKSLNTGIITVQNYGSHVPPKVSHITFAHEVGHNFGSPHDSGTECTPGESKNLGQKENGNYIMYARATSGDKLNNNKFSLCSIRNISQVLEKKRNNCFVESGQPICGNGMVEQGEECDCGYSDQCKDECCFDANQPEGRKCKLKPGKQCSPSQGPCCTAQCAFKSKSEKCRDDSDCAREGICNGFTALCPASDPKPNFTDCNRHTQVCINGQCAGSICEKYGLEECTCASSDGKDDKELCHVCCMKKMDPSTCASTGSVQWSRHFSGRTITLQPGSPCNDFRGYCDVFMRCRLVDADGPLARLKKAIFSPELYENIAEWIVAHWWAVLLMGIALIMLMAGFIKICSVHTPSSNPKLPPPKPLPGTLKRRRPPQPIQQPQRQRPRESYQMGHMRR
ssDAF-12 act = activates DAF-12 receptor from parasite S. stercoralis. HEK293 ssDAF-12/GRIP1 lit1-tk-luc reporter, luminescence; % of 3 µM dafachronic acid response. activation, % at 6.8 µM. actives 1% (n = 370,000). AID 652126;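 active = activation above the mean over all tested compounds plus 3 SD, cut at about 0.9% in these data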;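 note: 0% = DMSO-only wells and 100% = 3 µM delta7-dafachronic acid wells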
hgDAF12 agonist = agonists of H. glycines DAF-12 nuclear receptor; HEK293 GAL4-hgDAF12 UAS-luciferase reporter, agonist luminescence; normalized to butyrate control; activation, % at 6.8 µM; actives 1.8% (n = 370,000);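 active = activation above a cutoff set at the mean of all screened compounds plus 3 SD, cut at about 10% in these data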;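 note: 0% = DMSO wells and 100% = sodium butyrate wells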
HGIII-sPLA2 inh = Inhibits HGIII-sPLA2 liposome hydrolysis, primary screen; QFRET BODIPY PC-A2 liposome hydrolysis, fluorescence; actives 0.56% (n = 370,000); inhibition, % at 12.2 µM; Q9NZ20; AID 743126;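 active = inhibition above mean plus 3 SD of compounds lying within the high and low control bounds, cut at about 19% in these data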;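 note: 0% = median of test compound wells and 100% = no enzyme DMSO wells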
DAX1 inh-2 = inhibitors of human orphan nuclear receptor DAX1 (NR0B1); HEK293 Gal4-DAX1 luciferase reporter, luminescence; inhibition, % at 6.75 µM; actives 0.99% (n = 340,000); AID 504766;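 active = inhibition above the mean over all tested compounds plus 3 SD, cut at about 4.2% in these data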;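 note: 0% = DAX1-transfected cells with DMSO and 100% = empty-vector control cells with DMSO; inhibition shows as a rise in luminescence from relieved DAX1 repression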
Target sequence (P51843 207-470 limits assumed): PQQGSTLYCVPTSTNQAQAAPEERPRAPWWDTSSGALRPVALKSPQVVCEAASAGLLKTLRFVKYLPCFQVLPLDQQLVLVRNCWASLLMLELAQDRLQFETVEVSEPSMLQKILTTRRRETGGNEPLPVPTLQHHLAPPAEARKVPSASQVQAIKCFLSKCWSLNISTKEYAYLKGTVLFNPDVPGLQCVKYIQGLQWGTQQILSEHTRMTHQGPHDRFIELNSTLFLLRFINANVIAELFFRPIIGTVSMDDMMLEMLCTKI
GAA850 FXN act = activators of GAA850 frataxin (FXN) promoter. HEK293 lucGAA850 FXN promoter luciferase reporter, 24 h; percent of 10 µM SAHA response. activation, % at 6 µM. actives 0.56% (n = 360,000). AID 540364;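 active = activation above the average of all compounds screened plus 3 SD, cutoff fixed separately per campaign, cut at about 7.5% in these data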;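 note: 0% = DMSO wells and 100% = 10 µM SAHA wells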
GC-B act = GC-B (human) receptor activation. P20594. activation, % at 10 µM. actives 0.11% (n = 370,000). HEK293-GC-B cells, CNP EC30, cGMP TR-FRET; 0% at EC30 CNP, 100% saturating CNP. AID 1920062;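 active = activation at 10 µM reaching about 35% in either raw or pattern-adjusted values, limit read from the data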
hcDAF12 agonist = activates DAF-12 receptor from parasite H. contortus; HEK293 hcDAF-12 lit1-tk-luc reporter, luminescence; 0% DMSO, 100% Δ7-dafachronic acid; actives 1.4% (n = 370,000); activation, % at 6.8 µM;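 active = activation above the mean of all tested compounds plus 3 SD, cut at about 5.5% in these data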;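 note: 100% = response to 3 µM Δ7-dafachronic acid high control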
SMARCA2 act = SMARCA2 function activation, primary screen; MG213 cells, MMTV-luciferase reporter, dexamethasone, overnight; activation, % at 9.1 µM; actives 1% (n = 370,000); AID 652017; in the data active = activation above about 7.8%;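 note: 0% = vehicle wells and 100% = reference activator wells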
GC-A act = GC-A (human) enzyme activation; P16066; activation, % at 10 µM; HEK293 GC-A cells, cGMP TR-FRET, EC30 ANP; 0% at EC30 ANP, 100% saturating ANP; actives 0.14% (n = 370,000); in the data active = activation above about 40%
* hit, by the source's call; i = inactive; nt = not tested or not shown.

SMILES	DAX1 inh-1	ADAM10 inh	ssDAF-12 act	hgDAF12 agonist	HGIII-sPLA2 inh	DAX1 inh-2	GAA850 FXN act	GC-B act	hcDAF12 agonist	SMARCA2 act	GC-A act
O=C1c2ccccc2C(Nc2cccc(C(F)(F)F)c2)N1Cc1ccco1 (stereo unspecified)	-2.0	11.3	-1.7	-3.1	-6.3	-1.7	-0.7	-6.1	-3.1	-3.6	0.9
O=C(O)c1ccccc1Cc1ccc(F)c2ccccc12	-0.4	-13.6	-0.7	-3.2	-3.2	1.1	1.1	0.3	-0.3	1.5	2.5
Cc1ncc(CO)c2c1Oc1nc(-c3ccccc3)nc(SCC(=O)N(C)c3ccccc3)c1C2	-2.8	-0.3	-0.5	-2.1	2.5	nt	nt	-6.5	-1.4	-0.7	-37.0
COCCn1c(C)cc(C(=O)COC(=O)CCN2C(=O)c3ccccc3C2=O)c1C	-0.9	-3.3	-1.0	-1.1	5.0	0.3	-0.2	-2.9	-0.6	-1.6	0.7
O=C(COC(=O)c1ccc(Cl)c([N+](=O)[O-])c1)NC1CCCC1	-0.1	-5.1	-0.8	-1.6	-0.1	0.9	0.5	-1.2	0.9	-0.4	-3.9
CCOC(=O)c1cccc(NC(=O)CCn2nc(C)c(S(=O)(=O)N3CCCCC3)c2C)c1	-0.4	-4.6	-1.0	-1.5	-6.7	0.6	7.1	2.6	-3.3	-1.2	6.6
C[C@H]1[C@@H](O)CC[C@@]23CCCN2C(=O)CCC[C@@H]13	nt	-6.3	-1.4	-1.1	-1.1	nt	nt	3.0	0.0	nt	-0.3
CCCCn1c(=O)[nH]c2nc3cc(N)ccc3nc2c1=O	0.2	-28.5	-0.8	5.9	-160.1	-0.1	2.3	-7.1	2.8	2.7	-1.3
O=C(c1cccc(S(=O)(=O)NCc2ccc3c(c2)OCO3)c1)N1CCCC1	0.5	-5.0	-1.1	-1.1	6.6	-0.2	0.9	1.7	-1.8	-2.0	3.8
CCOc1cc(NC(=S)NCCCN2CCOCC2)c(OCC)cc1NC(=O)c1cccc(F)c1	0.8	-0.2	-0.5	1.4	4.7	-0.1	0.1	-3.4	-0.3	-0.8	7.0
O=C1/C(=C\c2ccc([N+](=O)[O-])cc2)CS(=O)(=O)C/C1=C/c1ccc([N+](=O)[O-])cc1	-4.7	-0.9	-0.8	-6.2	-13.6	-6.2	-15.0	18.9	-2.4	16.5*	43.4*
c1ccc(-c2nnc(N3CCOCC3)nc2-c2ccccc2)cc1	-0.2	1.4	-1.5	-2.1	0.2	-0.2	-0.8	-12.7	-1.9	-4.8	-22.4
OCc1cc(CO)c(O)c(CCc2ccccc2)n1	0.3	-135.3	-0.1	1.1	11.7	1.1	-1.8	1.6	-0.2	-3.5	4.2
O=[N+]([O-])CC(c1ccccc1)P(=O)(c1ccccc1)c1ccccc1 (stereo unspecified)	-0.1	1.2	-1.5	0.5	-0.4	-0.2	-0.3	2.7	-1.0	3.8	-6.0
Cc1cc(OCCCN2CCC(C(O)(c3ccccc3)c3ccccc3)CC2)ccc1Br	0.5	-3.5	-1.2	-0.4	-5.5	nt	nt	-8.7	0.1	-5.5	-14.1
COc1ccc(-c2cc(=O)oc3cc(OCC(=O)N4CCOCC4)ccc23)cc1	-0.7	-47.2	-1.1	-2.1	-2.9	-0.4	0.3	2.1	-0.8	-3.1	6.7
COC(=O)C1CN(Cc2cn(Cc3ccccc3)nn2)CCS(=O)(=O)N1Cc1ccc(OC)cc1 (stereo unspecified)	-0.7	-7.2	-1.0	5.5	-4.3	nt	nt	-1.9	-3.4	-5.2	1.4
Cc1ccc(NC(=S)N2CCOCC2)cc1	-0.1	-3.0	-0.2	-1.3	5.2	1.2	1.3	-0.6	0.7	0.5	0.2
O=C1c2ccccc2C(=O)N1Nc1ccc([N+](=O)[O-])cc1[N+](=O)[O-]	-0.3	3.1	0.5	-2.0	0.9	-0.8	0.7	-3.0	-0.7	-0.8	0.0
CCOC(=O)c1sc2nc3n(c(=O)c2c1C)CCCCC3	0.8	-1.6	-0.1	8.4	2.5	2.5	2.7	-10.5	0.4	-1.6	1.4

Molecules shown so far that have an aryl methoxy group:
SMILES	DAX1 inh-1	ADAM10 inh	ssDAF-12 act	hgDAF12 agonist	HGIII-sPLA2 inh	DAX1 inh-2	GAA850 FXN act	GC-B act	hcDAF12 agonist	SMARCA2 act	GC-A act
COc1ccc(-c2cc(=O)oc3cc(OCC(=O)N4CCOCC4)ccc23)cc1	-0.7	-47.2	-1.1	-2.1	-2.9	-0.4	0.3	2.1	-0.8	-3.1	6.7
COC(=O)C1CN(Cc2cn(Cc3ccccc3)nn2)CCS(=O)(=O)N1Cc1ccc(OC)cc1 (stereo unspecified)	-0.7	-7.2	-1.0	5.5	-4.3	nt	nt	-1.9	-3.4	-5.2	1.4

(more compounds)
SMILES	DAX1 inh-1	ADAM10 inh	ssDAF-12 act	hgDAF12 agonist	HGIII-sPLA2 inh	DAX1 inh-2	GAA850 FXN act	GC-B act	hcDAF12 agonist	SMARCA2 act	GC-A act
CC(C)C(=O)Nc1cccc(C(=O)Nc2ccccc2C(=O)O)c1	-0.4	1.9	-0.6	2.3	-5.5	0.3	1.4	5.3	-0.2	7.7	3.5
CCCCCC(=O)N[C@@H](c1ccccc1)[C@@H](O)C(=O)O[C@H]1C[C@@]2(O)[C@@H](OC(=O)c3ccccc3)C3[C@](C)(C(=O)[C@H](OC(C)=O)C(=C1C)C2(C)C)[C@@H](O)C[C@H]1OC[C@@]31OC(C)=O (stereo partly specified)	-3.8	-2.7	-1.3	4.2	-23.0	-4.6	-7.5	13.9	-0.8	-0.3	0.2
Brc1ccc(-c2nnc(-c3ccc4c(c3)OCO4)o2)o1	1.9	-36.6	-1.2	9.4	2.6	1.2	5.9	-8.9	0.4	7.1	-3.3
Cc1cccc(CC(=O)NCCN2CCCCC2)c1	-0.2	12.3	-1.4	0.4	0.3	0.7	3.7	3.4	-0.6	1.6	2.5
Cc1cc(OCC(=O)N2CCN(c3cccc(Cl)c3)CC2)c2c(C)c(C)c(=O)oc2c1	0.3	-8.4	-1.6	1.1	0.5	0.9	2.3	-16.3	-0.9	-0.5	-16.4
O=S(=O)(/C=C/c1ccccc1)Nc1cccc(S(=O)(=O)NC2=NCCC2)c1	-0.3	-5.7	-0.9	0.8	-2.1	-0.7	1.1	0.2	0.6	0.0	-3.3
CCOC(=O)c1c(NC(=O)COC)sc(C(C)=O)c1C	0.0	6.5	-0.8	-1.8	10.9	-1.0	2.3	-0.5	-1.4	-5.2	3.5
CCCCn1nc2cc(C(=O)N(CC)c3ccc(OC)cc3)ccc2c1OCC	-0.2	i	-1.6	-1.7	-2.2	2.1	0.8	-2.7	-1.1	-0.2	1.9
O=C(CSc1ncccc1C(=O)O)Nc1ccc2c(c1)OCCO2	-1.6	-1.6	-2.6	-12.3	-2.3	-2.1	-9.4	-0.1	-6.9	-7.0	-1.1
CCc1nnc(NC(=O)CN2CC(C)OC(C)C2)s1 (stereo unspecified)	-0.5	0.3	-1.0	3.5	16.5	-0.5	1.0	-5.7	-1.3	-0.5	1.7
Cc1nn(C(=O)c2ccc3c(c2)OCO3)c(N)c1-c1ccccc1	0.4	4.0	-1.1	2.8	-3.6	1.3	-1.2	-2.5	-3.0	7.4	-2.1
CC(C)(CNC(=O)c1ccccc1F)CNC(=O)c1ccccc1F	-0.5	2.7	-1.6	-0.2	-0.9	0.6	0.5	0.9	-0.5	-1.4	-0.3
COc1ccc(C(=O)Nc2ccc(NC(=O)c3cccs3)cc2)cc1Cl	0.3	7.0	-1.6	-2.1	1.9	-0.4	0.4	-5.4	-1.9	-0.6	1.9
Cc1ccc2c(c1)N(CC(=O)NC1CCCCCC1)C(=O)c1cccnc1O2	0.0	-3.4	-1.4	-1.2	7.6	-0.7	-0.4	-6.9	-0.3	-2.6	-4.0
O=C(CCSCCC(=O)N1CCCC1)N1CCCC1	0.1	-3.1	-0.7	-2.1	3.0	2.4	-1.3	nt	-0.4	2.6	nt
Cc1ccc(S(=O)(=O)C2(C(=O)NCc3ccccc3Cl)CC2)cc1	-0.6	-1.5	-1.3	0.4	-0.6	0.3	0.9	2.3	0.9	0.9	0.1
O=C(COC(=O)C12CC3CC(CC(Br)(C3)C1)C2)Nc1c(F)cccc1F	-2.2	0.2	-1.3	5.6	-12.7	-0.7	-0.1	5.6	-1.4	-0.3	0.8
CC(=O)c1c(C)[nH]c(C(=O)CSc2nnc3ccccn23)c1C	0.5	8.4	-0.1	4.8	-2.1	1.2	3.3	-2.2	2.6	1.2	1.0
CC(=O)c1cccc(NC(=O)CSc2nnc(-c3ccncc3)o2)c1	-1.6	-5.4	-0.8	4.7	-1.6	0.8	0.6	-1.6	0.0	1.2	1.3
CC(=O)c1ccccc1OC(=O)c1ccco1	-0.3	-2.7	-1.0	-0.2	-2.3	0.1	0.0	3.6	1.4	3.0	1.4
Cc1ccc2nc(-c3ccc(SCC(=O)Nc4ccc5c(c4)OCCO5)nc3)[nH]c2c1	3.2	-138.3	0.1	19.8*	-22.8	1.7	3.5	5.9	5.0	9.8*	1.8
O=C1COc2ccc(S(=O)(=O)Nc3cccc(Cl)c3)cc2N1	-0.6	-4.5	-1.3	1.4	-10.1	0.0	-1.7	-3.4	-0.1	-0.7	5.9
Cc1ccc(NC(=O)CS(=O)CC(=O)N(CC(=O)NC(C)(C)C)c2cccc(C)c2C)cc1 (stereo unspecified)	0.0	2.6	-0.8	2.0	-8.7	1.0	-0.6	4.6	-1.9	-2.1	0.6
Cn1c(CCNS(=O)(=O)c2ccccc2)nc2cc([N+](=O)[O-])ccc21	-0.2	5.2	-1.3	-0.5	0.0	-0.1	0.6	2.1	1.4	-1.9	-0.5
CC(=O)NCCN=Cc1sc2ccccc2c1O	-0.4	-32.4	-0.5	0.7	1.9	2.4	1.9	-0.9	1.4	-2.8	-0.8
CN1CCN(CCC(=O)Nc2ccc(OCc3ccccc3)cc2)CC1	0.4	4.2	-1.4	1.4	-0.6	3.1	0.1	0.8	-1.5	1.1	6.3
CC(C)CNc1ncnc2c1ncn2[C@H]1CN(Cc2ccc(F)cc2)C[C@@H](CO)O1	-0.8	-1.8	-0.5	-2.7	0.8	nt	-2.3	12.3	-1.1	-1.3	2.0
CCOC(=O)C(C)NC(=O)CCc1nnc2ccc(N3CCC(C)CC3)nn12 (stereo unspecified)	-0.1	-1.2	-1.1	-0.8	4.8	0.5	1.5	0.3	-1.9	-1.9	-2.7

Arranged by count of non-hydrogen atoms (descending): some entries from above
SMILES	DAX1 inh-1	ADAM10 inh	ssDAF-12 act	hgDAF12 agonist	HGIII-sPLA2 inh	DAX1 inh-2	GAA850 FXN act	GC-B act	hcDAF12 agonist	SMARCA2 act	GC-A act
CN1CCN(CCC(=O)Nc2ccc(OCc3ccccc3)cc2)CC1	0.4	4.2	-1.4	1.4	-0.6	3.1	0.1	0.8	-1.5	1.1	6.3
O=C1COc2ccc(S(=O)(=O)Nc3cccc(Cl)c3)cc2N1	-0.6	-4.5	-1.3	1.4	-10.1	0.0	-1.7	-3.4	-0.1	-0.7	5.9
CC(=O)NCCN=Cc1sc2ccccc2c1O	-0.4	-32.4	-0.5	0.7	1.9	2.4	1.9	-0.9	1.4	-2.8	-0.8
